From PubChem BioAssay
esBAF inh – Bmi1 luciferase reporter increase in mESCs, primary screen, esBAF inhibitor project, mouse ES cells, Bmi1 luciferase knock-in, single point; 24 h; 100% = twice the neutral-well signal; reporter increase, % at 12.5 µM; actives 2% (n = 350,000); in the data active = activation above about 40%;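 note: 0% = median of the plate's neutral control wells and 100% = double that signal; a rise in the Bmi1 reporter signal indicates esBAF inhibition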
Casp6 inh – human caspase-6 inhibitors, primary screen, biochemical, VEID-R110 fluorescence, single point, set 2. purified caspase-6, Z-VEID-R110 cleavage fluorescence. P55212. actives 0.53% (n = 350,000). inhibition, % at 12.5 µM;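 active = mean inhibition across replicates at least about 35%, with every replicate also reaching that limit, limit read from the data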;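 note: 0% = median of neutral control wells and 100% = no fluorescence left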
Target sequence (P55212 24-179 limits assumed): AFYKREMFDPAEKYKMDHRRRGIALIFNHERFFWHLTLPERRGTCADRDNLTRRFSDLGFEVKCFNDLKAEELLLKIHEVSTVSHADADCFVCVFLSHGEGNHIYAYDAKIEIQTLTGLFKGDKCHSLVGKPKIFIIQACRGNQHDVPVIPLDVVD
Target sequence (P55212 194-293 limits assumed): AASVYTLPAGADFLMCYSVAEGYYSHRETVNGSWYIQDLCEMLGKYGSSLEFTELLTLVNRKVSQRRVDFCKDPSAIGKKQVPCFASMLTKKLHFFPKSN
FN deposition inh – inhibitors of fibronectin matrix deposition, primary screen, AH1F cells, Alexa488-fibronectin fluorescence, plate reader | AH1F fibroblasts, overnight | inhibition, % at 12.6 µM | actives 0.086% (n = 350,000);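 active = mean inhibition across replicates of 30% or more, regardless of how many single replicates reach that level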;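 note: positive control wells lacked labelled fibronectin entirely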
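Assay system: AH1F fibroblast monolayer, labelled fibronectin deposition. Amount: 10000 cells per well. Also added: labelled fibronectin 24 nM. Compound: single-point pinned compound. Incubation: cell attachment 1 h, compound and FN exposure overnight. Detection: fluorescence after three HBSS washes, excitation 485 nm, emission 525 nm. Read-out: inhibition of fibronectin deposition signal.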
LGR2 antag – inhibitors of bursicon-induced LGR2 CRE-luciferase signal, primary screen, cell-based, HEK293, CRE-luciferase reporter, bursicon stimulation; inhibition, % at 9.99 µM; Drosophila bursicon receptor LGR2 (rickets); actives 0.35% (n = 380,000); bursicon-stimulated, 4 h;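 active = drop in luminescence signal, shown as inhibition above about 50% in the replicate tests, limit read from the data, passing the limit was not always enough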;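 note: agonist challenge used bursicon conditioned medium at about half maximal strength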
C2C12 statin – suppressors of statin myotoxicity in C2C12 myotubes, primary screen, cell-based, single point, plate reader; actives 0.78% (n = 330,000); rescue of ATP level, % at 7.49 µM; AID 602340, 2012; C2C12 myotubes + simvastatin, ATP luminescence, 48 h; scaled: DMSO 0, geranylgeraniol control 100;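 active = mean ATP rescue above about 67%, or every replicate alone reaching that limit, limit read from the data, passing the limit was not always enough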;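 note: myotubes were challenged with 10 µM simvastatin during compound exposure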
SIRT5 block – SIRT5 desuccinylase inhibitors, primary screen, biochemical, fluorescence imaging, single point, set 5. NAD-dependent protein deacylase sirtuin-5, mitochondrial (Homo sapiens), Q9NXA8. Purified SirT5, succinyl-peptide AMC, trypsin-coupled fluorescence. inhibition, % at 15 µM. actives 1.1% (n = 330,000). AID 652115, 2013; in the data active = inhibition above about 15%
Target sequence (Q9NXA8 whole entry, looked up): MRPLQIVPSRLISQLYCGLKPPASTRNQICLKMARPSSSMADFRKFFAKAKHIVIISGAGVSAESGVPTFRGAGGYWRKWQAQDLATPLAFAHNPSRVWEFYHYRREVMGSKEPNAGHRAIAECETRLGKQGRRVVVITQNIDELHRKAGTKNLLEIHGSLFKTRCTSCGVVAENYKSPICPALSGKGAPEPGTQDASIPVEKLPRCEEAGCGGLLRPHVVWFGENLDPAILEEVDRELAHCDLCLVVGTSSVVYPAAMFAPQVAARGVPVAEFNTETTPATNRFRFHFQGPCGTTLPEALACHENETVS
S100A4 inh HTS – inhibitors of S100A4-myosin IIA peptide binding, primary screen, biochemical, fluorescence polarization, TAMRA-MyoIIA peptide; actives 0.14% (n = 360,000); inhibition, % at 10.7 µM; Protein S100-A4 (Homo sapiens), P26447; AID 652163, 2013;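 active = mean inhibition of at least 70% across replicates, with every replicate also reaching that level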
Target sequence (P26447 whole entry, looked up): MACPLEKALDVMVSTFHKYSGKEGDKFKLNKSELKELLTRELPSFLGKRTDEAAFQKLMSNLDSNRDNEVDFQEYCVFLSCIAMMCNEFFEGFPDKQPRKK
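Compound dosing: one dose per compound; test system: human S100A4 monomer with TAMRA-labelled myosin IIA peptide; probe or stimulus: TAMRA-labelled myosin IIA heavy-chain peptide probe, 5 nM; medium: HEPES buffer with Ca2+, pH 7.2; schedule: 5 min incubation before reading; benchmarks: neutral control DMSO, positive control TFP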
The depositor's hits bear a star; / = no result given; & = joins results of further samples.

SMILES	esBAF inh	Casp6 inh	FN deposition inh	LGR2 antag	C2C12 statin	SIRT5 block	S100A4 inh HTS
O=C(NC1CCCCC1)N1CC(=O)N2[C@H](CO)[C@@H](c3ccc(-c4ccccc4)cc3)[C@H]2C1	/	2	-3	0	/	0	-1
Cc1ccccc1-n1c(-c2ccc(Br)o2)n[nH]c1=S	/	8	-1	-27	/	0	-5
O=C(Nc1ccccc1)N1C[C@H]2[C@@H](c3ccccc31)[C@@H](CO)N2CC1CCCC1	12	1	/	-11	-94	0	8
O=C(C[C@@H]1CC[C@H](NC(=O)Nc2ccccc2F)[C@H](CO)O1)NCc1ccccc1	1	-1	/	18	7	-2	-2
C[C@@H]1CN([C@@H](C)CO)C(=O)CCCn2cc(nn2)CO[C@H]1CN(C)C(=O)c1ccccc1	2&0	6&-3&3	-1&4	-16&1	-2&-12	-3&-2&-1	17&0&-1
CCOC(=O)CSc1nnc(-c2ccc3ncccc3c2)n1C	/	-2	9	-11	/	1	-1
O=C(NC1CCCC1)c1cccc(S(=O)(=O)Nc2ccccc2F)c1	-4	1	-4	-1	11	3	-1
CC1=C(C(=O)OCc2ccccc2)C(c2ccccc2-c2ccccc2)NC(=O)N1CCCCCC(=O)O (configuration not stated)	-1	3	-4	12	9	/	-3
COc1ccc(NC(=O)N(C)C[C@@H]2OCCCC[C@H](C)Oc3ccc(NS(=O)(=O)c4c(C)noc4C)cc3C(=O)N([C@H](C)CO)C[C@@H]2C)cc1	1	/	/	5	43	/	/
CCn1c(=O)n(CC(=O)NCC2CCCO2)c(=O)c2c3c(sc21)COC(C)(C)C3 (configuration not stated)	-9	27	-11	2	5	1	-1
Cc1ccc(C(=O)N2CCCCC2C(=O)O)cc1S(=O)(=O)N1CCCCC1 (configuration not stated)	1	-2	-1	12	2	-4	-8
CN1C(=O)c2cc(NC(=O)Cc3cccs3)ccc2OC[C@H]2O[C@@H](CC(=O)N[C@@H]3CCN(Cc4ccccc4)C3)CC[C@H]21	-1	-5	-5	0	18	-5	2
CC(C)CC(OC(=O)c1cccs1)C(=O)NCC1CCCO1 (configuration not stated)	-2	/	-13	/	6	/	/
O=C(C[C@H]1C[C@H]2c3cc(NC(=O)Cc4ccncc4)ccc3O[C@H]2[C@@H](CO)O1)NCc1ccncc1	0	0	1	1	2	3	-7
Cc1ccc(C(=O)N2CCN(c3cc4c(cc3[N+](=O)[O-])n(C)c(=O)n4C)CC2)cc1	1	-8	/	8	12	-2	-1
CCOC(=O)/C(C#N)=C/c1c(N2CCN(c3cccc(Cl)c3)CC2)nc2c(C)cccn2c1=O	0	53*	-1	11	4	-1	-12
COc1ccc(NC(=O)CCCOc2ccc(C(C)=O)cc2)cc1S(=O)(=O)N1CCCCC1	3	0	-4	34	-5	-2	0
CN1c2ccc(Br)cc2[C@@H]2[C@@H](CCN2S(=O)(=O)c2ccc(F)cc2)[C@@H]1CO	-3	-5	13	-13	1	3	2
C=CCOc1c(CNc2nccs2)cccc1OCC	-3	/	2	20	-16	/	/
COc1cc(O)c(C(CC(=O)N2CCCC2)c2ccc(N(C)C)cc2)c(OC)c1 (configuration not stated)	9	/	0	4	1	/	/
COCC(=O)N1[C@H](CO)[C@H]2c3ccccc3N(C(=O)C3CC3)C[C@H]21	0	-2	/	-1	3	-1	9
Cc1cccc(C)c1NC(=O)NC1(C(=O)NCC2CCCO2)CCCCC1 (configuration not stated)	-3	0	-1	14	5	-1	10
COc1ccc(C(=O)N2CCC(C(=O)Nc3ccccc3OC)CC2)cc1	-5	/	-6	/	-24	/	/
C=CCNC(=O)CN(Cc1ccccc1)S(=O)(=O)c1ccccc1	-9	3	4	3	-13	1	2
Clc1ccccc1-c1cnc2sc(NCc3ccc4c(c3)OCO4)nn12	-6	0	-22	7	14	1	-7
CC(C)(C)Cc1nc(-c2ccc(Cl)cc2)no1	8	/	1	/	1	/	/
CCCc1ccc2c(N)c(C#N)sc2n1	6	/	/	-2	-19	-1	1
O=C(CN1CCN(CN2C(=O)NC3(CCCCCC3)C2=O)CC1)Nc1cccc(F)c1	-6	-4	3	12	6	-2	-3
CC(C)(C)c1ccc(OC(=O)c2ccccc2)cc1	10	-1	0	-9	18	-4	2
CC1=C(C(=O)OCc2ccc3c(c2)OCO3)C(c2ccccc2)NC(=O)N1 (configuration not stated)	-40	/	-1	33	-2	/	/
NC1=NC(c2cn[nH]c2-c2cccc(F)c2)n2c(nc3ccccc32)N1 (configuration not stated)	/	0	-10	-6	/	1	9
O=C(CS(=O)(=O)c1ccc(F)cc1)Nc1nccs1	4	2	1	-2	13	-1	-3
O=C(c1cccc(Cl)c1)N1CCC2CC1c1cc(-c3ccccc3)ccc12 (configuration not stated)	-2	-1	-3	13	-14	-3	-2
Cc1cc(C)c(CN2CCC(N3CCC(C(=O)NCC4CCCO4)CC3)CC2)cc1C (configuration not stated)	-4	-20	-2	-14	17	-1	-8
CCC(=O)Nc1ccc2c(c1)OC[C@@H](C)N(C(=O)C1CCC1)C[C@H](C)[C@H](OC)CN(C)C2=O	1	0	3	-14	0	-4	-8
CCN(c1ccc(NC(=O)COC(=O)CCc2nc3ccccc3n2-c2ccccc2)cc1)C(C)C	/	-2	-1	/	/	-3	-6
CSCc1cc(C(=O)NC2CC2)c(N)s1	/	6	2	-3	/	-2	74*
CCCC#Cc1ccc(CC[C@H]2O[C@H]3CC[C@H](CO)O[C@H]3C[C@H]2n2cc(C(C)(C)O)nn2)cc1	/	-1	/	/	/	9	0
CO[C@@H]1CN(C)C(=O)c2ccc(NC(=O)c3cc(C)on3)cc2OC[C@@H](C)N(S(=O)(=O)c2cccc(F)c2)C[C@H]1C	10	1	9	-6	10	5	-10
Cc1cc(=O)oc2cc(OC(C)C)ccc12	5	/	-6	/	-5	/	/
C[C@H](CO)N1C[C@H](C)[C@@H](CN(C)S(=O)(=O)c2ccc(-n3cccn3)cc2)OCc2cn(nn2)CCCC1=O	0	-5&-1	4&3	-9&14	4	-9	-3&-1
COc1ccc(CC(=O)Nc2cccc(-c3cn4ccccc4n3)c2)cc1	/	3	-2	-27	/	2	2
COc1ccc(-c2c(-c3cc(OC)cc(OC)c3)n(C)c3ccc(-c4ccc(OC)cc4F)cc23)cc1	-13	-2	-26	7	5	/	11
O=C(N/N=C/c1ccccc1OC(F)F)C1=COCCO1	7	-4	3	-26	-9	0	-1
CN(Cc1ccc(F)cc1)C(=O)COc1ccc2ccccc2c1	-4	5	0	-3	-5	3	-1
CCNC(=O)Nc1ccc2c(c1)C(=O)N(C)[C@H]1CC[C@H](CC(=O)NCCOC)O[C@H]1CO2	0	1	0	1	-19	-5	4
CCN1C(=O)c2ccccc2Sc2ccc(C(=O)O)cc21	-7	-4	0	19	-8	-2	1
O=C(c1cc(F)c(F)c(F)c1F)N1CCN(C(=O)C2CCCO2)CC1 (configuration not stated)	/	-3	1	/	/	/	-1
C/C(=N\NC(=O)c1c[nH]c2ccccc12)c1ccc(C)o1	7	/	0	/	-16	/	/
Cc1ccccc1N/C(=C(/C(Cl)=C(Cl)Cl)[N+](=O)[O-])n1nnc2ccccc21	11	8	/	4	3	1	4
O=S1(=O)CCOCCCN1Cc1cccc(C(F)(F)F)c1	-3	0	3	-1	-9	/	-2
O=S(=O)(NCC[C@H]1CC[C@@H](NS(=O)(=O)c2ccccc2Cl)[C@@H](CO)O1)c1ccc(F)cc1	4	1	/	-1	6	0	-6
O=C(CN1C(=O)c2ccccc2C1=O)NC1CCCCCC1	1	0	10	-2	12	1	-5
COc1ccc(OC)c(CNCc2ccc3c(c2)OCO3)c1	0	-3	0	-4	-9	-2	0
Cc1cccc(S(=O)(=O)N2CCCCN3[C@@H](CO)[C@H](c4ccc(-c5ccncc5)cc4)[C@@H]3C2)c1	7	-4	/	16	16	2	9
C[C@@H]1CN([C@H](C)CO)C(=O)c2cc(NC(=O)Nc3ccc4c(c3)OCO4)ccc2O[C@@H]1CN(C)S(=O)(=O)c1ccc(Cl)cc1	2	-5	1	-2	/	1	-11
O=C(CN1C(=O)/C(=C/c2ccccc2)SC1=S)Nc1cccnc1	/	4	-2	22	/	-1	0
COCCCNC(=O)C[C@@H]1C[C@@]2(C(=O)OC)CC(C)(C)CC=C2N(Cc2ccccc2)C1=O	/	-1	1	17	/	-1	1
C=CCC1(CC=C)CCCN1C(=O)c1cc(COc2cccc(C(F)(F)F)c2)on1	0	-2	/	-5	-13	-3	-6
CC(C)(C)OC(=O)N1CSC[C@H]1C(=O)NC[C@H](CC(=O)O)c1ccc(Cl)cc1	-5	9	1	8	1	-1	8
The results go on.
SMILES	esBAF inh	Casp6 inh	FN deposition inh	LGR2 antag	C2C12 statin	SIRT5 block	S100A4 inh HTS
COc1ccc(C(=O)Cn2nnc(-c3ccccc3-n3cnnn3)n2)cc1	-1	-1	/	-16	-4	-7	1
COc1cc2c(cc1NC(=O)C(F)(F)F)-c1ccc(NC(=O)C(F)(F)F)cc1C2	/	2	-4	1	/	-1	-3
O=C(CSc1nnc(Nc2ccccc2F)s1)NCC1CCCO1 (configuration not stated)	25	-1	4	-21	5	-5	2
CC(=O)N(CCCN(C)C)c1nc2ccc(C)cc2s1	-21	-3	-5	2	-1	-4	-2
NC(=O)c1nsc(C(=O)N(c2ccccc2)C(C(=O)NCC2CCCO2)c2cccs2)c1N (configuration not stated)	/	0	2	12	/	0	2
Cc1cc(Cl)ccc1NC(=O)CN(C)C1=NS(=O)(=O)c2ccccc21	-2	0	-4	17	9	-1	-4
O=C(NCC(c1ccco1)N1CCCCC1)c1ccc(NS(=O)(=O)c2ccc(F)cc2)cc1 (configuration not stated)	-2	-2	-3	10	3	1	-20
CCCn1nnnc1SCC(=O)Nc1cccc(NC(=O)c2ccco2)c1	6	/	-2	/	-5	/	/
O=C1C[C@@H](c2ccc(O)cc2)Oc2cc(O)cc(O)c21	16	2	6	/	-1	-1	-2
C[C@H](CO)N1C[C@H](C)[C@H](CN(C)C(=O)c2cnccn2)Oc2cc(C#CCC3CCCC3)ccc2S1(=O)=O	-15	-4	11	8	54	4	-5
O=C(COC(=O)/C=C/c1ccc([N+](=O)[O-])cc1)NCc1ccccc1	/	-1	-5	15	/	-3	-5
Cc1cc(-c2onc(C)c2C(=O)Oc2ccc(Cl)cc2)no1	-11	0	5	9	4	1	5
C[C@H](CO)N1C[C@H](C)[C@H](CN(C)Cc2ccccc2)Oc2ccc(NS(=O)(=O)c3ccc(Cl)cc3)cc2C1=O	4	4	/	-15	15	6	5

Arranged by length of the SMILES (falling): some entries from above.
SMILES	esBAF inh	Casp6 inh	FN deposition inh	LGR2 antag	C2C12 statin	SIRT5 block	S100A4 inh HTS
O=C(COC(=O)/C=C/c1ccc([N+](=O)[O-])cc1)NCc1ccccc1	/	-1	-5	15	/	-3	-5
COc1ccc(C(=O)Cn2nnc(-c3ccccc3-n3cnnn3)n2)cc1	-1	-1	/	-16	-4	-7	1
Cc1cc(-c2onc(C)c2C(=O)Oc2ccc(Cl)cc2)no1	-11	0	5	9	4	1	5
O=C(CSc1nnc(Nc2ccccc2F)s1)NCC1CCCO1 (configuration not stated)	25	-1	4	-21	5	-5	2
CC(=O)N(CCCN(C)C)c1nc2ccc(C)cc2s1	-21	-3	-5	2	-1	-4	-2

Some of the compounds tested; the hit share may differ from the screen's.
